Screening results deposited in PubChem BioAssay by several laboratories.
TMEM16A inh = mouse TMEM16A channel inhibition, primary screen | Q8BHY3 | HEK293 TMEM16A/YFP iodide influx fluorescence, ionomycin | normalized B-score (activity score, 25-100; higher = stronger inhibition) at 10 µM | 310,000 tested, 1.2% active | AID 588511;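 active = ratio plate-corrected score three or more library SD toward inhibition, starting fluorescence score within five deviations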;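 also: score derived from kinetic fluorescence span divided by baseline fluorescence per well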
KCNQ1 act = potentiates or activates the human KCNQ1 potassium channel. B-score at 10 µM. CHO-K1 KCNQ1, thallium flux FluxOR fluorescence; active compounds read high. 310,000 tested, 0.35% active. P51787;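 active = fluorescence ratio B-score, a plate-corrected score, at least three library SD, with initial intensity B-score within 5 SD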
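assay system = KCNQ1-transfected CHO-K1 cells | medium = assay buffer with matched DMSO | probe or stimulus = depolarizing K+/Tl+ stimulus, K2SO4 and Tl2SO4 each 12.5 mM in 5x stock | dosing = single dose | incubation = dye 90 min, compound 20 min, room temperature | detection = kinetic FluxOR fluorescence, 10 s baseline plus 110 s post-stimulus | evaluation = ratio B score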
KCNK9 block = human KCNK9 channel inhibition | HEK293 KCNK9, FluxOR thallium flux fluorescence; active compounds read low | B-score at 10 µM | 310,000 tested, 1.2% active;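 active = ratio B-score over 3 SD below the library mean, with starting fluorescence within 5 SD of its mean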;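 also: negative B-score means less thallium flux so channel inhibition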
KCNQ1 inh = human KCNQ1 channel inhibition; CHO-K1 KCNQ1, FluxOR thallium flux fluorescence; active compounds read high; B-score at 10 µM; 310,000 tested, 1.3% active;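 active = compounds whose thallium flux B-score, printed positive for inhibition, exceeds three library SD while starting fluorescence stays within three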;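 also: channel opened by potassium depolarization with thallium stimulus after 20 min compound exposure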
HDAC3 inhib = human HDAC3 inhibition. 320,000 tested, 0.15% active. O15379. recombinant HDAC3, fluorogenic peptide/trypsin coupled, fluorescence. inhibition, % at 8.3 µM; in the data active = inhibition above about 26%, passing the limit was not always enough
hERG rescue = compounds protecting human hERG from proarrhythmic drug block; Q12809; CHO-hERG, FluxOR thallium flux, dofetilide IC70 present; activation (rescue from dofetilide block), less the hit threshold, % at 10 µM; 310,000 tested, 0.51% active;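 active = activation above the mean of controls blocked by dofetilide plus 5 SD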;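 also: thallium influx through hERG after potassium depolarization seen as dye fluorescence rise; in these data hits start at about 4.7%; inactives centre near -7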
Target sequence (Q12809 whole entry, looked up): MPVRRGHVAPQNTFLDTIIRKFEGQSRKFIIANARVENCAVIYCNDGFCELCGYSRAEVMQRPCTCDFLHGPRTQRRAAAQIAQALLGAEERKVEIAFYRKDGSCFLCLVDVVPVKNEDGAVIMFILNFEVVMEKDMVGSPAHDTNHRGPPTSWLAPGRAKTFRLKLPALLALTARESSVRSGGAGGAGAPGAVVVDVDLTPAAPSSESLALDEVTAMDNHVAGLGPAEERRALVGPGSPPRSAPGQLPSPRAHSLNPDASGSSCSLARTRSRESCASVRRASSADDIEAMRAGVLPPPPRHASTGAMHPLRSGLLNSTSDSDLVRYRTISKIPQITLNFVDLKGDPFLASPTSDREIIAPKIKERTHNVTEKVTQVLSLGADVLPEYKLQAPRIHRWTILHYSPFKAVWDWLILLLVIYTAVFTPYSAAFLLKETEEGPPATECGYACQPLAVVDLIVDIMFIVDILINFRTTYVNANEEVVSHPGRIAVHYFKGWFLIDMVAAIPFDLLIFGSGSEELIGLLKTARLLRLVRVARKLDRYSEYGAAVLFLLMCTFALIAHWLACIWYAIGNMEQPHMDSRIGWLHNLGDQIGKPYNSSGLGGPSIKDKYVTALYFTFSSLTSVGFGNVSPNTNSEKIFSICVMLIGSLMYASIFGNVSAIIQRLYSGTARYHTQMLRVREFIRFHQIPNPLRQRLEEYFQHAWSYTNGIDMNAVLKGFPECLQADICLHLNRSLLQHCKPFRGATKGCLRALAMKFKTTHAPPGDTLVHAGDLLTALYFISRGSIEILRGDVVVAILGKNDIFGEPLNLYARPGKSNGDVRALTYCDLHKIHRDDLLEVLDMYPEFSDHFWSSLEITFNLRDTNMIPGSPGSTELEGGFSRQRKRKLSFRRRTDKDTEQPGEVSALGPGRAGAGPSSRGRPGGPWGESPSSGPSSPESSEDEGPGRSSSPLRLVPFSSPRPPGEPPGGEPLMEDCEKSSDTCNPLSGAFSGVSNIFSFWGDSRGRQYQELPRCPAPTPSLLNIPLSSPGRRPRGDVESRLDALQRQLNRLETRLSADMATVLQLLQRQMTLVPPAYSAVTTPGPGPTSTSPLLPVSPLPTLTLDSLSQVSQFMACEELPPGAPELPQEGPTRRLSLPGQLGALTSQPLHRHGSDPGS
RGS4 act = RGS4 potentiation or activation; HEK293 M3R/inducible RGS4, carbachol calcium flux Fluo4; active compounds read low; B-score at 10 µM; 310,000 tested, 0.92% active;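 active = B-score of the integrated calcium signal more than 4 SD below the library mean, with starting fluorescence not abnormally high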;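 also: negative B-score means reduced calcium response which marks RGS4 activation or potentiation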
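System – HEK293 FlpIn-TREx cells, stable M3R, doxycycline-inducible RGS4 · Reagent – ECmax carbachol challenge · Times – compound preincubation 20 min at room temperature before agonist · Technique – Fluo4 fluorescence kinetic imaging of calcium · Measure – B score of integrated Fluo4 ratio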
KCNK3 inh = human KCNK3 channel inhibition, primary screen; 340,000 tested, 0.84% active; CHO-KCNK3 thallium flux, FluxOR fluorescence; active compounds read low; B-score at 10 µM; O14649;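 active = B-score under library mean minus 4 SD, starting fluorescence ratio at most library mean plus 5 SD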;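 also: more negative B-score means stronger inhibition of thallium flux through KCNK3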
SKKanGAS inh = inhibitors of SKKanGAS S. pyogenes growth in kanamycin (SK-promoter or general growth effect); BacTiter-Glo, 6 h; inhibition, % at 7.5 µM; 300,000 tested, 1.3% active; AID 1662;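 active = mean replicate score, as percent of positive control median, at least 50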;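 also: strain carries kanamycin resistance gene driven by streptokinase promoter and grows in 40 µg/ml kanamycin; loss of luminescence reflects streptokinase promoter inhibition or plain growth inhibition; 0% = median of DMSO wells and 100% = positive control at its reference dose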
RGS4 inh = inhibitors of human RGS4; AID 463165; P49798; B-score at 10 µM; HEK293 M3R/RGS4 inducible, Fluo-4 calcium flux; active compounds read high; triggered by carbachol at its EC20; 310,000 tested, 0.45% active;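 active = B-score, a plate-corrected calcium signal, over three deviations above library mean, with baseline fluorescence within five deviations of library mean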;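 also: RGS4 expression induced by doxycycline in cells with stable M3 receptor; B-score is computed from the integrated fluorescence ratio over baseline after carbachol; higher B-score means a larger calcium signal and so more RGS4 inhibition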
ANO1 activ = activators or potentiators of mouse TMEM16A chloride channel. 340,000 tested, 0.3% active. B-score at 10 µM. Q8BHY3. HEK293 TMEM16A/YFP-H148Q/I152L, iodide quench fluorescence; active compounds read low;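 active = fluorescence-ratio B-score plate-corrected deviation score at least 3 library SD below zero, with starting fluorescence score within 5 deviations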;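 also: channel opened by trigger with iodide after compound preincubation; score built on the fluorescence ratio of max minus min over baseline; more negative score means more quench and so TMEM16A activation or potentiation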
* marks the source's active call; other numbers are inactive results; i = inactive; . = no result given.

SMILES	TMEM16A inh	KCNQ1 act	KCNK9 block	KCNQ1 inh	HDAC3 inhib	hERG rescue	RGS4 act	KCNK3 inh	SKKanGAS inh	RGS4 inh	ANO1 activ
Cc1sc2ncn(CC(=O)NCC3COc4ccccc4O3)c(=O)c2c1S(=O)(=O)N1CCOCC1 (stereo not given)	i	i	i	i	-4.1	-3.3	i	i	-6.3	i	i
O=C(CNC(=O)c1cn2ccccc2n1)Nc1ccc(F)c(F)c1	i	i	i	i	1.5	-16.2	i	i	0.3	i	i
Cc1ccc(C(=O)C2CCN(S(=O)(=O)c3c(C)noc3C)CC2)cc1	i	i	i	i	-0.9	-12.1	i	i	-0.5	i	i
COC(=O)c1ccc(/C=N/NC(=O)C(=O)N2CCCCCC2)cc1	i	i	i	i	1.8	-10.8	i	i	-3.0	i	i
CC(C)n1cc(C(=O)c2ccccc2O)cc(C#N)c1=O	i	i	i	i	-1.6	-3.2	i	i	0.2	i	i
COC(=O)[C@@H]1C[C@H]1[C@@H](NC(=O)c1ccccc1)c1ccccc1	i	i	i	i	-3.0	-10.9	i	i	0.7	i	i
O=S(=O)(c1ccccc1)N1CCCC1c1nc2ccccc2s1 (stereo not given)	i	i	i	i	-4.4	-12.2	i	i	4.1	i	i
CC(C)CC(=O)Nc1ccccc1N1CCOCC1	i	i	i	i	0.4	-1.2	i	i	-2.9	i	i
O=C(COC(=O)Cc1ccccc1[N+](=O)[O-])NCc1ccc(F)cc1	i	i	i	i	-0.9	-0.9	i	i	5.2	i	i
C=CCNC(=O)CN(Cc1ccccc1)S(=O)(=O)c1ccccc1	i	i	i	i	2.8	-2.6	i	i	12.5	i	i
CCC(c1nnnn1Cc1ccc2c(c1)OCO2)N1CCN(c2ccccc2)CC1 (stereo not given)	i	i	i	i	-2.8	-3.8	i	i	-0.8	i	i
CC(=O)c1ccccc1N(C(=O)c1ccco1)C(C(=O)NC1CCCC1)c1ccc(N2CCOCC2)cc1 (stereo not given)	i	i	i	i	-0.9	-9.2	i	i	-6.0	i	i
COc1cccc(NC(=O)Nc2nnc(Cc3ccccc3F)s2)c1	i	i	i	i	2.6	-7.5	i	i	2.6	i	i
C/C(=N\OCC(=O)Nn1c(=O)[nH]c2ccccc2c1=O)c1cccs1	i	i	i	i	1.9	-16.3	i	i	-0.9	i	i
O=C(Nc1ccc2nc(-c3ccco3)[nH]c2c1)c1ccco1	i	i	i	i	9.7	-15.1	i	-8.94*	3.1	i	i
Cc1ccc(S(=O)(=O)c2nc(-c3ccccc3Cl)oc2N(C)C)cc1	i	i	i	i	0.8	-2.1	i	i	6.1	i	i
COC(=O)c1ccc(Cn2cc(Cl)cn2)cc1	i	i	i	i	2.2	-12.7	i	i	-4.8	i	i
Cc1ccc(Cl)cc1NC(=O)c1cc(NC(=O)CCCC(=O)O)ccc1N1CCCCC1	i	i	i	i	-4.4	-9.9	i	i	11.5	i	i
O=C(Nc1ccc(F)c([N+](=O)[O-])c1)c1ccc2c(c1)OCCO2	i	i	i	i	-0.3	-5.3	i	i	-3.1	i	i
COc1ccc(S(=O)(=O)N2CCCN(CC(=O)Nc3ccc(OC)c(Cl)c3)CC2)cc1	i	i	i	i	-4.5	-6.7	i	i	3.5	i	i
COc1cc(C)nc(N2CCCC(C(=O)Nc3ccccc3Br)C2)n1 (stereo not given)	i	i	i	i	-2.9	-7.8	i	i	-4.0	i	i
Cc1ccc2cc(C(c3nnnn3C3CCCC3)N(Cc3cccnc3)Cc3ccco3)c(=O)[nH]c2c1 (stereo not given)	i	i	i	i	-0.4	-11.8	i	i	6.2	i	i
Cc1cc(C)cc(N2CC(C(=O)OCC(=O)Nc3cc(C)on3)CC2=O)c1 (stereo not given)	i	i	i	i	-2.5	-3.4	i	i	-1.8	i	i
CCOC(=O)C1=C(C)NC(=O)CC1c1cc2c(cc1Br)OCO2 (stereo not given)	i	i	i	i	2.7	-4.8	i	i	-2.2	i	i
C=CCOc1ccc(/C=C/C(=O)OC(C)C(=O)Nc2ccc(NC(C)=O)cc2)cc1 (stereo not given)	i	i	i	i	1.6	-7.4	i	i	-1.4	i	i
c1ccc(-c2cncn2-c2ccccc2)cc1	i	i	i	i	-4.0	-13.3	i	i	5.5	i	i
Cn1c(SCC(=O)c2ccc(F)cc2)nc2cccnc21	i	i	i	i	5.4	-10.8	i	i	1.7	i	i
CCCC(C)C(=O)Nc1ccc(Cl)cc1Cl (stereo not given)	i	i	i	i	8.0	-8.2	i	i	-2.9	i	i
C[C@@]12C(=O)N(CC3CC3)CC(=O)N1[C@H](/C=C/c1ccccc1)[C@@H]1C(=O)N(c3ccccc3)C(=O)[C@@H]12	i	i	i	i	0.6	-4.2	i	i	1.3	i	i
CCOC(=O)c1ccc(NC(=O)CCc2ccc(C)o2)cc1	i	i	i	i	10.5	-12.2	i	i	3.2	i	i
CCn1c(/C=N/n2cnnc2)nc2ccccc21	i	i	i	i	-20.8	-5.7	i	i	5.1	i	i
COC(=O)C1CSC(C(=O)OC)N1C(=O)CN1CCN(c2ccc(OC)cc2)CC1 (stereo not given)	i	i	i	i	-2.6	-8.9	i	i	5.9	i	i
Clc1cccc(-c2cc3nc4c(c(NCc5ccco5)n3n2)CCCC4)c1	i	i	-9.41*	i	1.6	-11.7	i	i	17.3	i	i
O=C(CSc1ncccn1)c1ccccc1Br	i	i	i	i	6.3	-8.1	i	i	-3.3	i	i
O=C(NCc1ccccc1)C(=O)NCC1CCCN1S(=O)(=O)c1cccs1 (stereo not given)	i	i	i	i	-8.7	-15.5	i	i	-0.3	i	i
COc1ccc(Cl)cc1C(=O)Nc1ccc(S(=O)(=O)N2CCCC2)cc1	i	i	i	i	5.5	-6.2	i	i	0.7	i	i
COc1ccc(C)cc1NC(=O)NNC(=O)C(C)Oc1ccc([N+](=O)[O-])cc1 (stereo not given)	i	i	i	i	-2.3	-5.8	i	i	0.2	i	i
O=C1CSC(c2cccnc2)N1Cc1ccc(Cl)cc1Cl (stereo not given)	i	i	i	i	0.0	-3.3	i	i	-3.8	i	i
CCOC(=O)c1c(C)c(C)n(Cc2cccc(OC)c2OC)c1C	i	i	i	i	5.8	-2.4	i	i	-0.9	i	i
Oc1ccc(-c2nnc(-c3ccc(O)cc3)nn2)cc1	i	i	i	i	1.7	-5.5	i	i	13.0	i	i
O=C(O)C(=O)Cc1c[nH]c2ccccc12	i	i	i	i	-1.2	-8.6	i	i	6.3	i	i
[O-]/C(=C(\C(=S)Nc1ccc(SC(F)F)cc1)[n+]1cccc(CO)c1)c1ccc(Cl)s1	i	i	i	i	4.5	-7.7	i	i	10.2	i	i
O=C(Nc1nnc(CSCc2ccc(F)cc2)s1)c1cccc([N+](=O)[O-])c1	i	i	i	i	6.9	-3.0	i	i	0.8	i	i
C/C(CC(=O)Nc1ccccn1)=N\NC(=O)C(=O)Nc1cccc(C)c1	i	i	i	i	3.2	0.8	i	i	0.5	i	i
O=S(=O)(c1cccc(S(=O)(=O)N2CCCC2)c1)N1CCCCC1	i	i	i	i	-2.5	-8.5	i	i	-7.4	i	i
COc1ccc(C(=O)NNC(=O)CCc2ccccc2OC)cc1	i	i	i	i	-2.6	-3.0	i	i	0.4	i	i
COc1ccc(/C=N/N=C2\SC(CC(=O)O)C(=O)N2c2ccccc2)c(OC)c1 (stereo not given)	i	i	i	i	4.5	-4.0	i	i	-1.9	i	i
CC(NC(=O)COC(=O)C1CSC2(C)CCC(=O)N12)C12CC3CC(CC(C3)C1)C2 (stereo not given)	i	i	i	i	3.9	-4.7	i	i	-2.8	i	i
COc1cccc(CNC(=O)c2ccc3c(c2)S(=O)(=O)N=C2CCCCCN23)c1	i	i	i	i	-2.7	-5.7	i	i	0.6	i	i
O=C1N=C(N2CCOCC2)S/C1=C/c1ccc(-c2ccccc2Cl)o1	i	i	i	i	0.6	-6.8	i	i	14.1	i	i
CC(C)(C)c1ccc(OCc2cnc(Cl)s2)cc1	i	i	i	i	7.7	-24.5	i	i	9.3	i	i
C=CCOc1ccccc1CNc1ccc2[nH]c(=O)[nH]c2c1	i	i	i	i	-5.2	-5.8	i	i	3.7	i	i
COc1ccc(OC2C(=O)N(c3ccc(F)cc3)C2c2ccc(OC)c(OC)c2)cc1 (stereo not given)	i	i	i	i	11.0	-10.9	i	i	1.6	i	i
CC(C)CC(NC(N)=O)C(=O)NCCc1ccc(Cl)cc1Cl (stereo not given)	i	i	i	i	-0.1	-2.6	i	i	-5.8	i	i
COc1ccc(S(=O)(=O)Cc2ccc(C(=O)NCc3cccnc3)o2)cc1	i	i	i	i	5.3	-4.6	i	i	-8.9	i	i
C/C(N)=C(/C#N)C(=O)COc1ccc(Cl)cc1Cl	i	i	i	i	11.6	-4.9	i	i	-4.4	i	i
Fc1cccc(CSc2ccc(-c3ccc4c(c3)OCO4)nn2)c1	i	i	i	i	8.5	-2.3	i	i	-3.7	i	i
Cc1cccc(CN2CCN(CCCc3ccccc3)CC2)c1	i	i	i	i	-2.5	0.5	i	.	4.2	i	.
COC(=O)c1cc2occc2n1Cc1nc(-c2ccccc2C)oc1C	i	i	i	i	0.8	-16.5	-7.3*	i	13.1	i	i
O=C(O)/C(=C\c1ccccc1)c1ccccc1	i	i	i	i	3.8	-9.3	i	i	-1.4	i	i

Remaining list, next part:
SMILES	TMEM16A inh	KCNQ1 act	KCNK9 block	KCNQ1 inh	HDAC3 inhib	hERG rescue	RGS4 act	KCNK3 inh	SKKanGAS inh	RGS4 inh	ANO1 activ
COc1ccccc1CNC(=O)[C@H](C)NC(=O)C1CCN(C(=O)[C@@H](N)CCSC)CC1	i	i	i	i	3.9	-7.8	i	i	2.0	i	i
Cc1ccccc1C(=O)Nc1ccc(S(=O)(=O)N2CCN(C)CC2)cc1	i	i	i	i	-3.0	-11.2	i	i	-6.6	i	i
Cc1cccc(C)c1NC(=O)Cn1nc(C)n2cccc2c1=O	i	i	i	i	-2.9	-8.1	i	i	-7.9	i	i
O=C(NC1(C(F)(F)F)C(=O)Nc2c1c(=O)[nH]c(=O)n2Cc1ccccc1)c1ccco1 (stereo not given)	i	i	i	i	-4.7	-8.2	i	i	-6.4	i	i
CC(=O)N/C(=C\c1ccccc1)C(=O)OC(C)C(=O)c1ccccc1 (stereo not given)	i	i	i	i	-5.7	-12.9	i	i	-4.8	i	i
CCC(Oc1ccccc1OC)C(=O)N1CC(=O)Nc2ccccc21 (stereo not given)	i	i	i	i	2.5	-6.3	i	i	6.0	i	i
